# tim23-1 inh – growth inhibitors of tim23-1 mutant yeast | inhibition, % at 20 µM | S. cerevisiae tim23-1 growth, BacTiter-Glo luminescence, 24 h | actives 1.3% (n = 330,000);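 active = growth inhibition of the mutant yeast at or above 50%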;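 also: temperature-sensitive mutant grown at 25 °C; plate controls were DMSO-treated mutant yeast for no effect and medium wells lacking yeast for full effect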
# APJ antag – antagonists of human APJ apelin receptor. inhibition, % at 20 µM. AID 2521. CHO-K1 APJ beta-arrestin complementation, luminescence. P35414. actives 0.32% (n = 330,000);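 active = inhibition above about 40% at 20 µM, limit read from the data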;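 also: cells challenged with 10 nM apelin-13 agonist together with compound; plate controls were apelin-13 plus DMSO wells for no effect and DMSO wells lacking apelin-13 for full effect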
# Target sequence (P35414 whole entry, looked up): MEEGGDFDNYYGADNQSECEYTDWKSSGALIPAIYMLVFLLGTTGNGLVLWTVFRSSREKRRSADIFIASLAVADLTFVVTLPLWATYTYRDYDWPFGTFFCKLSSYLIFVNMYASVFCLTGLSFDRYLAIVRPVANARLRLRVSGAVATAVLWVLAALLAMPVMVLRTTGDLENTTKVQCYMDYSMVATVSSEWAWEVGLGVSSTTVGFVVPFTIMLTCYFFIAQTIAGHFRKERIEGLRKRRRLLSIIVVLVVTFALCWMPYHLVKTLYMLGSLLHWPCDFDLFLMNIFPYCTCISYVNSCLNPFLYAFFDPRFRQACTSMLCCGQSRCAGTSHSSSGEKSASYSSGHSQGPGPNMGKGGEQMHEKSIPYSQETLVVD
# TIM10 inh – growth inhibitors of TIM10 yeast strain; AID 463195; actives 1.4% (n = 330,000); inhibition, % at 10 µM; S. cerevisiae TIM10 strain growth, BacTiter-Glo luminescence, 24 h;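 active = inhibition of 40% or more at the single tested concentration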;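 also: wild-type TIM10 isogenic control strain grown at permissive 25 °C; 0% = DMSO yeast wells and 100% = minimal medium wells without yeast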
# MIN6 prolif – MIN6 beta-cell proliferation induction. actives 0.29% (n = 330,000). proliferation, % at 10 µM. AID 2380. MIN6 cells proliferation, ATPlite luminescence, 48 h; cells starved in 0.2% serum; 100% = growth in 10% serum;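 active = compounds whose signal lies at least 3.5 SD above the mean of all wells on their plate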;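 also: 0% = DMSO-treated cells in low-serum medium and 100% = 10% serum control; some compounds called inactive have numbers as strong as hits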
# tim10-1 inh – inhibits growth of tim10-1 mutant yeast. inhibition, % at 20 µM. S. cerevisiae tim10-1 ts strain growth, BacTiter-Glo, 24 h. actives 2.2% (n = 330,000);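 active = inhibition of at least 40%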;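 also: mutant grown at 25 °C; 0% = DMSO wells with yeast and 100% = wells holding no yeast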
# MPTP inh – inhibitors of mitochondrial permeability transition pore | isolated mouse mitochondria, Ca2+ swelling absorbance, 30 min | inhibition, % at 10 µM | actives 1.4% (n = 360,000);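 active = inhibition of 50% or more, scaled per plate between neutral and stimulator controls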;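 also: 0% = DMSO wells given calcium and 100% = 1 mM EGTA wells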
# APJ agonist – activates the human apelin receptor APJ. P35414. CHO-K1 APJ PathHunter beta-arrestin, luminescence; 0% DMSO wells, 100% apelin. activation, % at 20 µM. actives 0.11% (n = 330,000). AID 2520;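 active = activation more than six SD over the plate average, tested at 20 µM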;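 also: 0% = DMSO alone and 100% = apelin-13 at 10 nM; some results filed as inactive read as strong as hits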
#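 Incubation: overnight seeding, 90 min compound at 25 °C, 1 h detection; test system: PathHunter CHO-K1 APJ (AGTRL-1) beta-arrestin reporter cells; amount: 1000 cells/well; doses: one dose, 20 µM compound, 1% DMSO; measured by: beta-gal luminescence; measure: agonist-driven arrestin binding to APJ; benchmarks: negative DMSO alone, positive Apelin-13 at 10 nM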
# NLRP3 yeast inh – NALP3 inhibition in yeast; Yeast reconstituted NLRP3/ASC/caspase-1, beta-gal luminescence, 24 h; inhibition, % at 10 µM; actives 0.39% (n = 330,000);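 active = inhibition of 50% or more; inactive = inhibition below 50%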;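 also: plate controls were induced DMSO wells for no effect and uninduced yeast grown without galactose for full effect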
# NR3A LBD binder – modulators (binders) of human NR3A ligand-binding domain; NR3A LBD differential scanning fluorimetry, Tm shift; 0% = protein alone, 100% = glycine-bound protein; Tm shift relative to glycine control, % at 25 µM; actives 2.5% (n = 340,000); AID 1259313;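 active = melting temperature shift of at least 10% of the positive control shift, at one fixed dose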
# Numbers without * were called inactive; . = no result given.
structure,tim23-1 inh,APJ antag,TIM10 inh,MIN6 prolif,tim10-1 inh,MPTP inh,APJ agonist,NLRP3 yeast inh,NR3A LBD binder
N#CC1=C(N)N(c2ncn[nH]2)C2=C(C(=O)CCC2)C1c1ccc(F)cc1 (stereo not given),-10.2,-7.9,-5.7,1.2,10.1,8.7,1.6,12.4,-2.6
CCOc1cccc(C2C(C(=O)c3ccc(C)o3)=C(O)C(=O)N2Cc2ccccc2)c1 (stereo not given),8.1,-12.3,-3.3,-0.8,0.0,-0.7,-2.0,13.6,-0.8
CC1(C)CC(CNCCC(c2ccc(F)cc2)c2ccco2)CCO1 (stereo not given),7.1,-7.5,-12.2,-3.5,5.9,3.8,-1.9,13.7,0.2
CCCNCc1cc(OCC)c(OCC(N)=O)cc1Br,10.6,8.6,5.7,-1.9,10.2,2.5,-8.4,10.9,1.2
COc1ccccc1N1CCN(C(=O)CC2NC3CCCCC3NC2=O)CC1 (stereo not given),12.5,-10.0,2.9,-4.0,5.8,.,-2.0,17.4,.
Cc1ccc(S(=O)CCNC(=O)Cc2ccccc2)cc1 (stereo not given),9.2,2.8,-11.1,-3.1,16.0,-0.5,1.4,12.3,-1.8
CCCCN(C)CCCNC(=O)c1cc(-c2cccnc2)nc2ccccc12,7.8,3.4,8.0,-1.7,-9.4,0.6,-2.4,-2.4,-0.3
O=C(NCCC1CCCCN1S(=O)(=O)c1ccccc1)C(=O)NCc1ccncc1 (stereo not given),10.6,0.4,7.9,0.8,10.1,0.4,-2.1,7.2,-0.3
COc1ccccc1N(CC(=O)Nc1ccc2c(c1)OCCO2)S(=O)(=O)c1ccc(C)cc1,33.0,2.8,0.3,-3.2,5.0,1.1,3.2,1.7,2.8
Cc1ccc(Nc2nc(CSc3nnc(-c4ccncc4)n3-c3ccccc3C)cs2)cc1,27.8,-13.4,19.6,-5.4,21.7,2.2,-2.4,6.6,-23.4
COc1ccc(O)c(C(=O)c2cnc3c(c2)c(C)nn3C)c1,14.1,3.1,-17.4,-2.7,-21.0,0.1,-1.5,23.7,-2.3
Fc1ccccc1/C=C1\CCCC2=C1Nc1nnnn1C2c1ccccc1F (stereo not given),9.3,6.7,10.8,-3.6,21.3,-1.0,-0.3,-6.2,0.6
CS(=O)(=O)c1cccc(C(=O)Nc2cccc(-c3nc4ccccc4[nH]3)c2)c1,-1.4,-23.7,1.1,-2.4,-12.6,-0.6,1.4,12.3,8.8
Nc1nc2ncc(C(=O)c3cc(Cl)cc(Cl)c3O)cc2s1,17.0,7.4,32.2,-0.8,11.9,-0.7,-3.9,12.6,0.2
COC(=O)c1sc(N2CCN(c3ccc(Cl)cc3)CC2)nc1N,8.0,9.5,-15.0,-3.0,3.7,-0.8,-3.7,3.8,-2.4
CCC(=O)N1CCN=C1SCc1c(F)cccc1Cl,22.3,-24.9,6.0,1.3,25.0,0.3,-2.9,-9.7,-0.1
Cc1ccc(S(=O)(=O)NCCC(=O)OCC(=O)N(Cc2ccccc2)C(C)(C)C)cc1C,21.1,-51.7,20.7,-0.7,25.9,0.0,5.2,13.2,0.6
COc1ccc(CC(=O)Oc2ccc(C(C)(C)C)cc2)cc1S(=O)(=O)N1CCOCC1,18.4,-7.8,14.5,1.3,21.2,-0.3,-5.2,-3.2,-0.5
Cc1cc(Cl)c2oc(C(=O)N(C)CCCCN3CCOCC3)c(C)c2c1,-0.5,0.4,2.0,0.4,8.9,2.2,-1.6,25.1,-1.5
Cc1cccc(C)c1NC(=O)c1sc(N)nc1-c1ccccc1,7.8,8.2,7.2,-4.0,24.8,0.0,-3.1,20.2,-1.3
Fc1cccc(CN2CCN(Cc3nc(CCc4ccccc4)no3)CC2)c1,26.8,-12.1,-0.1,-3.2,0.1,2.4,-2.1,11.7,-1.7
Cc1ccc(-n2nc3c(c2NC(=O)c2ccc(OC(C)C)cc2)CS(=O)C3)cc1 (stereo not given),1.6,11.8,-11.9,-2.9,-5.7,-0.4,-0.8,-3.2,-7.0
CN1CCc2c(sc(NC(=O)CS(=O)(=O)c3ccccc3)c2C(N)=O)C1,-11.3,12.8,0.2,1.9,-11.0,-0.5,1.7,14.7,18.1*
COc1ccc(-n2nc(C(=O)NCC(=O)Nc3ccc(F)cc3)c3ccccc3c2=O)cc1,9.3,-5.7,6.8,0.0,1.4,0.5,-3.4,3.7,-4.8
Cc1cccc(OCCN2CCOCC2)c1C,-9.7,5.6,0.8,0.5,-10.6,-0.4,0.5,11.2,0.2
CCC(C)(C)NC(=O)c1cc(S(=O)(=O)N2CCCCC2)ccc1N1CCOCC1,11.7,0.7,3.2,5.7,8.4,-3.9,-2.5,2.0,-0.2
Cc1ccc(OCC(=O)Nc2cccc(O)c2)cc1C,-4.0,-4.8,19.8,-0.4,18.9,-0.5,2.4,33.2,-25.1
Cc1cc(C)cc(NC(=O)CSc2nc3ccncc3[nH]2)c1,12.0,-5.7,4.2,-0.5,5.9,0.7,-0.9,12.6,-1.1
COc1ccc(S(=O)(=O)N2CCC(C(=O)NCC3CC3)CC2)cc1,24.1,28.0,8.6,-1.8,16.3,0.6,3.0,6.5,-0.9
CCn1c(CNC(=O)c2cccc(C)c2)nnc1SCC(=O)Nc1nnc(C)s1,5.1,8.4,-5.9,3.0,1.6,-0.6,-3.6,22.1,-1.3
COC(OC)c1ccnc(-c2ccc(OC(=O)c3ccc(F)cc3)cc2)n1,23.6,-7.1,20.0,-1.7,12.8,-0.1,-0.4,20.0,0.4
CN(C/C=C/c1ccccc1[N+](=O)[O-])Cc1ccccc1,20.7,1.9,-5.8,3.5,15.3,1.0,0.1,16.4,-1.4
Cn1nnnc1-c1cc(Br)ccc1NC(=O)c1ccccc1,-2.4,15.1,-12.0,4.4,14.8,2.6,0.7,16.3,0.9
Cc1ccc(C)c(OCCCCn2cnc3ccccc3c2=O)c1,7.1,9.5,17.3,-2.5,12.6,-1.4,-1.9,7.5,0.9
Cc1ccn2c(=O)c(NC(=O)c3cccs3)c(C)nc2c1,-8.7,5.2,-1.9,-1.5,4.7,-0.3,-4.0,-6.6,-0.1
CCC(C)n1c(SCC(=O)NC(=O)c2cccn2C)nc2ccccc2c1=O (stereo not given),38.5,5.7,0.4,-2.5,32.6,1.1,1.4,17.4,-5.4
CCCCC[C@@H]1C=C(C(=O)O)[C@H](c2ccc(Cl)cc2)N1S(=O)(=O)c1ccc(C)cc1,30.8,10.0,24.2,-4.5,24.8,11.6,-1.6,11.7,-8.5
CN(C)c1ccc(/C=N/NS(=O)(=O)c2ccc(Br)cc2)cc1,38.4,-10.8,12.4,-1.1,-2.2,4.3,-6.2,9.0,-0.9
Oc1cc2c(cc1O)C(c1ccccc1)CNCC2 (stereo not given),11.0,2.4,-3.1,-5.2,5.6,1.0,-1.3,10.8,-1.7
COc1cc2c(cc1NC(=O)C(C)OC(=O)/C=C/c1ccc(OC(F)F)cc1)oc1ccccc12 (stereo not given),23.6,-7.8,7.0,-3.0,23.5,2.7,-1.1,17.4,-29.9
O=C(CN1CCN(S(=O)(=O)c2ccccc2Cl)CC1)NCC1(N2CCOCC2)CCCCC1,2.3,-10.4,-0.3,0.9,-0.4,1.7,-2.9,-0.8,-2.6
Cc1ccc(CS(=O)(=O)CCC(=O)NCc2ccccn2)cc1,-2.0,10.5,4.3,-2.8,1.7,-7.3,-1.9,0.3,-0.8
Cc1cccc(S(=O)(=O)NNC(=O)c2cc(-c3ccc(F)cc3)nc3ccccc23)c1,5.4,-23.6,-3.3,-5.1,9.8,14.3,-3.3,-3.7,0.9
C[C@@H]1CN(Cc2nc(-c3ccc(Cl)cc3)no2)C[C@H](C)O1,21.3,7.8,4.3,2.9,8.5,0.3,-1.1,-8.5,0.5
CC(C)CN(C(=O)c1ccc(F)cc1F)c1c(N)n(CC(C)C)c(=O)[nH]c1=O,10.4,3.5,-15.4,0.2,-2.7,0.9,2.3,-1.0,-1.9
Cc1cc(C)c2nc(NC(=O)CN3C(=O)NC4(CCCC4)C3=O)sc2c1,-1.7,13.9,-7.2,-0.3,-21.6,-1.2,3.5,22.6,5.8
COc1ccc2[nH]c(C(=O)N3CCNCC3)cc2c1OC,12.2,-18.1,-1.2,5.9,22.9,-1.6,-2.4,6.1,-2.2
c1ccc(CSCCc2ccncc2)cc1,-15.5,-0.7,4.3,2.2,-14.9,4.0,1.6,23.7,-1.0
CC(=O)Oc1ccc(C(=O)[C@H]2[C@H]3C(=O)N(c4ccc(C)cc4)C(=O)[C@H]3[C@@H]3C=CC=NN32)cc1,13.7,4.7,10.3,0.0,4.6,1.4,-1.0,11.2,-3.4
CC1CCN(C(=O)c2nc[nH]c2C(=O)O[C@H](C)c2ccccc2)CC1,13.6,12.2,3.1,2.3,10.2,-0.9,-0.2,15.0,2.9
O=C(NNS(=O)(=O)c1ccc(F)cc1)c1cccc(O)c1,-0.3,-6.9,-3.9,-1.1,3.0,-0.2,-0.4,11.9,-0.7
OCC[C@H]1C[C@H](O)[C@@H](O)[C@@]2(Cc3ccccc3CCO2)O1,4.6,-7.3,9.4,-3.0,10.3,-0.7,-5.6,10.6,0.8
CCCCCn1c(=O)c(F)cn(Cc2ccc(OC)c([N+](=O)[O-])c2)c1=O,5.5,14.0,-2.2,-1.3,30.1,3.4,-2.2,11.6,-6.4
CN(CC1CCN(CCc2cccc(C(F)(F)F)c2)CC1)C(=O)c1ccc(F)cc1F,10.8,9.7,-1.6,-3.1,7.7,1.3,-1.1,24.4,-0.9
Cc1cc(C(=O)N(C)C)sc1-c1ccccc1,11.2,15.2,5.8,-1.4,20.5,-1.0,-3.2,29.9,-1.3
Cc1nc2ccc(NC(=O)Cc3ccc(Br)cc3)cc2s1,11.7,12.7,6.0,-3.9,8.9,3.6,-1.7,6.8,-1.7
COc1ccc(NS(=O)(=O)c2cc(NC(=O)C3CC3)ccc2N2CCOCC2)cc1,7.0,-13.6,6.2,0.5,3.3,-1.6,-0.5,-5.5,-0.3
COC(=O)C/C=C/[C@@H](C)[C@@H](/C=N/OC[C@H]1O[C@H](c2ccccc2)C=C[C@@H]1Oc1ccc(OC)cc1)OC,20.9,9.6,21.2,-6.7,15.5,.,-6.5,10.5,.
CCOc1ccc(NC(=O)CN2C(=O)C3CCCN3C2=O)cc1 (stereo not given),8.9,35.2,4.9,-0.4,11.7,0.0,0.7,-1.4,-0.3
COc1ccc(NC(=O)NNC(=O)c2ccc(Cl)cc2Cl)cc1OC,8.1,-3.0,-18.8,-2.1,-4.7,-0.8,-3.6,0.4,1.5
Cc1ccc2c(Cl)cc(Cl)c(OCC(=O)Nc3cccc(S(=O)(=O)N(C)C)c3)c2n1,1.9,-2.8,11.8,-0.2,15.6,14.7,-0.4,-9.7,-26.5
Fc1cccc(Cl)c1CNc1ccc(N2CCCC2)cc1,18.1,-7.9,4.0,-5.6,24.5,5.5,5.4,14.4,-3.3
CC(=O)Nc1ccc(S(=O)(=O)N(C2=NCC(C)S2)c2ccccc2)cc1 (stereo not given),16.5,3.3,11.5,-0.5,24.6,2.1,-5.5,-7.7,-0.8

# Screening results as filed in PubChem.
